KB-3-1 cytotox – KB-3-1 parental cell cytotoxicity. KB-3-1 viability, CellTiter-Glo ATP luminescence, 72 h. Potency, µM (top dose mostly 46.1 µM), for inactives: at the top dose activity change, negative = cytotoxic, hits mostly cytotoxic. actives 1.4% (n = 400,000); also: potency is read from the fitted curve at half-maximal effect; % is scaled to controls: 0 for no effect and ±100 for the full control effect; nearly all actives have a fitted effect of over 60% in size
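KB-3-1 cells, DMEM (no phenol red) + 10% FBS; compound by pin transfer, 72 h, 37 °C. Readout: CellTiter-Glo luminescence after 10 min. Data normalized, curve-fitted.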
HT1080 IDH1KD tx – HT-1080 IDH1 knockdown cell toxicity (counter line); HT-1080 IDH1 knockdown viability, ATP luminescence, 48 h; Potency, µM (top dose mostly 46.1 µM), for inactives: at the highest dose activity, negative = toxicity, most hits filed as cytotoxic; actives 2% (n = 360,000);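 also: potency is read from the fitted curve at half-maximal effect; 0% = DMSO wells and -100% = cell-free medium wells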
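CellTiter-Glo luminescence after 48 h compound exposure at 37 degrees C of IDH1-knockdown HT-1080 cells in 5% FBS RPMI. %Activity scaled between DMSO wells and cell-free media wells, with curves fitted and assigned curve classes.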
ATXN2 expr inh – reduces ATXN2 reporter expression in HEK-293 cells | HEK-293 ATXN2-luciferase reporter, luminescence, 24 h | Potency, µM (top dose mostly 57 µM), inactives show at the top dose activity change, negative = inhibition, actives largely listed as inhibitors | actives 0.72% (n = 360,000) | AID 1745845; also: potency is read from the fitted curve at half-maximal effect; % is scaled to controls: 0 for no effect and ±100 for the full control effect; nearly all actives have a fitted effect of over 55% in size
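ATXN2-luciferase reporter cells (luciferase flanked by upstream and downstream ATXN2 gene portions) were treated 24 h at 37 °C with compounds at up to 57 uM. SteadyGlo luminescence gave expression; GF-AFC fluorescence gave viability.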
MCF10A rereplic – DNA re-replication induction in MCF 10a cells | MCF 10A DNA re-replication, Hoechst nuclear intensity, 48 h | Potency, µM (doses to about 46.1 µM), for inactives: at the highest dose activity, positive = re-replication, most hits filed as activators | actives 2.9% (n = 350,000); also: potency is read from the fitted curve at half-maximal effect; % of control where 0% means no effect; nearly all actives have a fitted effect of over 50% in size
WRN helicase inh – WRN helicase (human) inhibition | Q14191 | WRN helicase unwinding, fluorescent forked duplex, kinetic | actives 0.46% (n = 360,000) | Potency, µM (top dose mostly 114 µM), without a hit: top-dose activity change, negative = inhibition, actives largely listed as inhibitors | AID 651768; also: potency is read from the fitted curve at half-maximal effect; % is scaled to controls: 0 for no effect and ±100 for the full control effect; nearly all actives have a fitted effect of over 55% in size
Target sequence (Q14191 whole entry, looked up): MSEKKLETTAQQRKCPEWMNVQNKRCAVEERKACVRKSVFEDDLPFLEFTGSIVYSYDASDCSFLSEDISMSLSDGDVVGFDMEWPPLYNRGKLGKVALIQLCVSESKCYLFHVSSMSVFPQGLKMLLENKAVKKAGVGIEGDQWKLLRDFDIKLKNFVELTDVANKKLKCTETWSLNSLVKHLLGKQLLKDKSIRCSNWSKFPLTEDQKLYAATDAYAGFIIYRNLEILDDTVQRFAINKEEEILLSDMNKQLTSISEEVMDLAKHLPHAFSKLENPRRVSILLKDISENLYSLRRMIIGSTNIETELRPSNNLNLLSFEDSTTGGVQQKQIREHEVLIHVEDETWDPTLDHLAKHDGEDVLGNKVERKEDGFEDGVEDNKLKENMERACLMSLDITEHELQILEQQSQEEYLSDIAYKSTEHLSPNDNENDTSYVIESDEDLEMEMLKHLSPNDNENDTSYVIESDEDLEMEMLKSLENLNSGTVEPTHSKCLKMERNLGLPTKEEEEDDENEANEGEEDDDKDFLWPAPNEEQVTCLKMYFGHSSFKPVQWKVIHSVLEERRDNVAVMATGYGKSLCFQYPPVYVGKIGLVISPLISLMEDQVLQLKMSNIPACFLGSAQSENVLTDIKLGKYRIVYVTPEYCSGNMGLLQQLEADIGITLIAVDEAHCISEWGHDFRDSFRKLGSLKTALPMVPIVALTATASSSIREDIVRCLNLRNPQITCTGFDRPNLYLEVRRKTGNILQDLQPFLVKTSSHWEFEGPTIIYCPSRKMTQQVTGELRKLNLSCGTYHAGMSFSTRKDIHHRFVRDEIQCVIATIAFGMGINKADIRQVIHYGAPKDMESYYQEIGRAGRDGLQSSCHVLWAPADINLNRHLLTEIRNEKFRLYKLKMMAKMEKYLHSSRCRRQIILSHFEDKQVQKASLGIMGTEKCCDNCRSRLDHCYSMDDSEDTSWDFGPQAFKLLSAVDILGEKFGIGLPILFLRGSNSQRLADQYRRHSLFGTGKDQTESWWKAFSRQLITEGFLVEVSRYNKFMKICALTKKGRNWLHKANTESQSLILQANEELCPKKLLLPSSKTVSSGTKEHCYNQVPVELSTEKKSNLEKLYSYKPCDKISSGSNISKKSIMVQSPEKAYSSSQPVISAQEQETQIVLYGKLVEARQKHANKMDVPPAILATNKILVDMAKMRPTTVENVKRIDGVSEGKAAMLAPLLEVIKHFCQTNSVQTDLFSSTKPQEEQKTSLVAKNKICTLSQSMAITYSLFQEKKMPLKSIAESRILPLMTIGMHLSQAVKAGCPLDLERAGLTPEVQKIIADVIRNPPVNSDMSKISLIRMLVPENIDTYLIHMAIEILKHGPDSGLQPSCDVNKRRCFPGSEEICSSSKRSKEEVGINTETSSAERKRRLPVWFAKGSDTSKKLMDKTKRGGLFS
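Fluorescence dequenching readout, ex 525 nm/em 598 nm, kinetic mode: forked duplex DNA (100 nM final) with adjacent fluorophore and quencher unwound by WRN (20 nM final) with 2 mM ATP. Compound preincubation 15 min, room temperature.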
HT1080NT lethal – kills 2HG-producing HT-1080-NT fibrosarcoma cells. HT-1080-NT fibrosarcoma viability, CellTiter-Glo ATP luminescence, 48 h. Potency, µM (top dose mostly 46.1 µM), without a hit: top-dose activity, negative = less viability, actives largely listed as cytotoxic. actives 1.6% (n = 360,000);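 also: NT is the 2HG producing partner of a matched IDH1 knockdown line; potency is read from the fitted curve at half-maximal effect; 0% = DMSO-treated cells and -100% = media-only wells without cells; nearly all actives have a fitted effect of over 55% in size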
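Viability by CellTiter-Glo luminescence after 48 h compound exposure at 37C of HT-1080-NT cells (750/well, RPMI, 5% FBS). % activity scaled between DMSO wells and medium-only wells, then curve-fitted and categorized by curve class.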
SW480 rereplic – DNA re-replication induction in SW480 cells; actives 1.8% (n = 340,000); Potency, µM (top dose mostly 46.1 µM), for inactives: at the top dose re-replication activation, hits mostly activators; SW480 DNA re-replication, Hoechst DNA content imaging, 48 h; also: potency is read from the fitted curve at half-maximal effect; % of control where 0% means no effect; nearly all actives have a fitted effect of over 55% in size
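First, 250 cells per well were seeded. Next, compound or vehicle (23 nL) was pinned in, plates sat 48 hr at 37 C. Finally Hoechst was added for 40 min before fluorescence scanning.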
KB-V1 cytotox – KB-V1 MDR subline cytotoxicity; actives 3.4% (n = 400,000); KB-V1 MDR cells viability, CellTiter-Glo, 72 h; Potency, µM (highest dose often 46.1 µM), for the others: at the top dose activity change, negative = cytotoxicity, usual class: cytotoxic; also: potency is read from the fitted curve at half-maximal effect; % is scaled to controls: 0 for no effect and ±100 for the full control effect; nearly all actives have a fitted effect of over 60% in size
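Readout: CellTiter-Glo luminescence, 10 min after addition. Cells: KB-V1 MDR subline, 72 h at 37 degrees C with compound. Analysis: corrected, normalized data fitted to concentration-effect curves.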
IL1B secr inh – inflammasome signaling inhibition, IL-1 beta readout | THP-1 LPS/ATP IL-1B secretion, AlphaLISA, 16 h; stronger effect = lower value | activity change, % at 57.5 µM | actives 4.7% (n = 360,000) | AID 743279; in the data active = activity change below about -50%; inconclusive = mostly about -30% to -49%; also: % is scaled to controls: 0 for no effect and ±100 for the full control effect
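Secreted IL-1B measured by AlphaLISA bead assay after 16 h compound exposure of THP-1 cells; compounds (final up to 57.5 uM) added 1 h before LPS (250 ng/mL) and ATP (1.25 mM) stimulation; lower signal means less secretion.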
The depositor's hits bear a star; ? = inconclusive; . = not tested or not shown; [ ] = another dose, or the depositor's remark. Unless noted, calls follow the shape of the dose curve; as a rule, active = well fitted curve in the direction sought with a large enough effect; inconclusive = small, poorly fitted or top-dose-only effect, or another doubt; inactive = no such curve, though single readings can be large; an effect the other way counts as inactive or inconclusive.

Screens in order: SW480 rereplic	ATXN2 expr inh	IL1B secr inh	KB-V1 cytotox	MCF10A rereplic	KB-3-1 cytotox	HT1080NT lethal	HT1080 IDH1KD tx	WRN helicase inh
> O=C(C1=C[C@@H](C2CC2)C[C@@H](OCCCCO)O1)N1CCOCC1
  2%	5%	17	20%	0%	?	11%	12%	4%
> Cc1cc(Cl)ccc1NC(=O)/C=N/O
  2%	.	3	12%	0%	1%	1%	3%	2%
> COc1cc(NS(=O)(=O)c2ccc(NC(=O)/C(=C\c3ccccc3OC)NC(=O)c3ccccc3)cc2)nc(OC)n1
  -10%	11%	25	-1%	1%	-1%	1%	0%	-29%
> Nc1c(Cl)ncnc1NCCO
  0%	.	37	?	2%	2%	7%	5%	3%
> CCOC(=O)C(NCc1ccc(OC)cc1)(NC(C)=O)C(F)(F)F (stereo not given)
  ?	9%	18	?	2%	10%	20%	21%	2%
> COc1ccc(-c2nc(-c3ccc(Br)cc3)no2)c(OC)c1
  7%	80%[activator]	?	?	?	-3%	5%	9%	6%
> CCOC(=O)c1ccc(NC(=O)CN(c2ccc(C)cc2)S(=O)(=O)c2c(C)nn(C)c2C)cc1
  0%	1%	13	?	-1%	11%	?	?	-10%
> CCN1CCN(S(=O)(=O)c2ccc(Cl)c(C(=O)N(CC)Cc3ccccc3)c2)CC1
  -5%	-3%	-5	?	-2%	-6%	0%	-2%	-2%
> Cc1cc(C)c(C#N)c(SCc2ccc3c(c2)OCO3)n1
  -6%	2%	-4	-4%	3%	-12%	10%	5%	-1%
> O=C1c2ccccc2NC(c2cccc(Cl)c2)N1N=C1CCCCCC1 (stereo not given)
  -2%	16%	?	26µM*	27%	?	15%	8%	0%
> COc1cc(OC)cc(C(=O)Nc2c(F)cccc2F)c1
  -5%	2%	15	13%	-1%	-5%	1%	-6%	-15%
> COc1ccc(C(=O)NC(=S)NNC(=O)c2ccncc2)cc1Br
  -2%	?	6	-6%	?	-3%	?	?	-5%
> C/C(N)=C(/C#N)C(=O)COC(=O)c1oc2ccccc2c1COC(C)C
  7%	-2%	4	-19%	34%	7%	-2%	-5%	-4%
> CCCNC(=O)c1c(O)c2c([nH]c1=O)CCCC2
  -11%	-7%	0	-10%	2%	-2%	2%	0%	4%
> COCc1cc(=O)n2[nH]c(SC)nc2n1
  -3%	1%	-3	15%	-3%	0%	1%	14%	2%
> N#Cc1cnn(-c2cccc(Cl)c2)c1-n1cccc1
  23%	11%	17	-17%	?	3%	8%	0%	-7%
> CCc1ccc2c(COn3nnc4ccc(S(=O)(=O)N(C)C)cc43)cc(=O)oc2c1
  ?	0%	29	?	?	7%	7%	-2%	-7%
> COCCCNC(=O)C1CCCCN1S(=O)(=O)c1ccc(F)cc1 (stereo not given)
  -1%	5%	-8	?	0%	5%	10%	13%	-2%
> CCN(CC)S(=O)(=O)c1cccc(C(=O)Nc2ccc(C#N)cc2)c1
  0%	-23%	-16	-10%	2%	?	-2%	-19%	-8%
> O=[N+]([O-])c1ccc(Nc2ccccc2O)c2nonc12
  -13%	.	17	2%	-1%	2%	0%	0%	1%

Record cards, as listed above. Values in the order: SW480 rereplic, ATXN2 expr inh, IL1B secr inh, KB-V1 cytotox, MCF10A rereplic, KB-3-1 cytotox, HT1080NT lethal, HT1080 IDH1KD tx, WRN helicase inh
`CCOC(=O)C(NCc1ccc(OC)cc1)(NC(C)=O)C(F)(F)F` (stereo not given) as listed: ?, 9%, 18, ?, 2%, 10%, 20%, 21%, 2%
`Nc1c(Cl)ncnc1NCCO` as listed: 0%, ., 37, ?, 2%, 2%, 7%, 5%, 3%

Additional compounds
Screens in order: SW480 rereplic	ATXN2 expr inh	IL1B secr inh	KB-V1 cytotox	MCF10A rereplic	KB-3-1 cytotox	HT1080NT lethal	HT1080 IDH1KD tx	WRN helicase inh
> O=C(CNS(=O)(=O)Cc1ccccc1)NCc1ccccc1
  -7%	-12%	6	3%	0%	-7%	21%	18%	-3%
> CC(OC(=O)c1oc2ccccc2c1CSC1CCCCC1)C(=O)NC(N)=O (stereo not given)
  3%	-3%	48	?	?	11%	?	?	7%
> O=C(CCC1COc2ccccc2O1)NC1CCCCC1 (stereo not given)
  -11%	37%	16	3%	-6%	14%	24%	8%	-2%
> O=C(CCc1nnc(C2(c3ccc(Cl)cc3)CCC2)o1)NCCCn1cccn1
  -15%	21%	25	-1%	13%	-12%	0%	0%	7%
> O=C(N/C(=C/c1cccs1)C(=O)N1CCCC1)c1ccccc1
  -6%	6%	13	-4%	-6%	6%	0%	10%	2%
> CCc1cc(=O)oc2c(C)c(OCC(=O)N3CC[C@@]4(O)CCCC[C@H]4C3)ccc12
  -7%	-6%	-19	29%	-3%	0%	3%	7%	3%
> O=C(NCCCN1CCOCC1)C1CCN(S(=O)(=O)c2cccc(C(F)(F)F)c2)CC1
  -6%	3%	6	-13%	14%	14%	12%	8%	13%
> Cc1ccccc1-c1cccc(CN2CCN(C)C(CCO)C2)c1 (stereo not given)
  1%	-14%	-54*	-11%	12%	3%	3%	0%	3%
> CCOC(=O)c1nnn(-c2ccc(OC)cc2)c1N
  ?	41%[activator]	-29	-18%	0%	?	0%	-1%	-4%
> O=C(O)/C(=C\c1ccco1)NC(=O)c1ccco1
  -7%	.	17	14%	-2%	3%	8%	4%	-1%
> O=C(CN1CCC(n2nnc3cc(F)ccc32)CC1)NC1CCCCC1
  0%	6%	2	21µM*	16%	2%	1%	3%	9%
> Cc1c(OCC(=O)NCCCN2CCOCC2)ccc2c1oc(=O)c1ccccc12
  -20%	9%	-20	-4%	-3%	8%	24%	22%	4%
> O=c1nc(Nc2ccccc2)sc2ccc([N+](=O)[O-])cc12
  -6%	0%	11	17%	-4%	6%	22%	13%	-29%
> C/C(NC1CCCC1)=C(/C#N)C(N)=O
  -15%	7%	-2	-4%	?	1%	7%	7%	2%
> CCc1ccc2[nH]c(=O)c(C(c3nnnn3Cc3ccc(OC)cc3)N3CCOCC3)cc2c1 (stereo not given)
  -14%	-3%	-12	3%	2%	-8%	0%[9.24 µM]	-2%	-8%
> Cc1ccc(-c2ccc(S(=O)(=O)Nc3cccnc3)cc2)cc1
  2%	-21%	23	?	8%	?	-8%	-1%	-7%
> CN1CCN(c2ncnc3c2[nH]c2ccc(F)cc23)CC1
  3%	?	-21	-1%	-2%	12%	0%	-23%	-4%
> Cc1cccc(Nc2nc(-c3sc(C)nc3C)cs2)c1
  -4%	-5%	-54*	?	13%	?	26µM*	?	-12%
> N#Cc1c(N)c(C#N)c(-c2ccc(O)cc2)c2c1CCCC2
  1%	0%	0	?	?	4%	-27%	-27%	-30%[57.1 µM]
> c1cc(OCCCN2CCCCC2)ccc1CN1CCCCC1
  -4%	-16%	-21	7%	28%	-4%	-3%	-7%	5%
> CCCS(=O)(=O)NCCc1cc2c(C)ccc(C)c2[nH]c1=O
  -9%	-8%	-12	-8%	8%	7%	4%	-1%	1%
> COc1ccc(CCNC(=O)CSc2ccc3ccccc3c2)cc1OC
  -3%	-9%	2	23µM*	5%	-3%	1%	2%	-11%
> O=C(Nc1ccccc1)C1CC(=O)n2ncnc2N1 (stereo not given)
  -7%	2%	-2	9%	0%	5%	-3%	13%	0%
> CN1CCN(CCn2c(=S)[nH]c3ccccc3c2=O)CC1
  -12%	11%	16	23%	-7%	11%	8%	17%	3%
> O=C(COC(=O)c1ccc(N2CCCC2=O)cc1)c1ccc(OC(F)F)cc1
  -6%	8%	7	-4%	0%	7%	10%	6%	14%
> Cc1c(CCOC(=O)c2ccc([N+](=O)[O-])cc2)sc[n+]1CC(=O)c1ccccc1
  -5%	6%	-22	3%	-2%	1%	12%	2%	7%
> Cc1ccc(C(C)C)cc1OCCn1cncn1
  1%	17%	26	-3%	?	4%	7%	15%	-27%
> CCCN(CCC)C(=O)c1ccccc1C(=O)N(CCC)CCC
  -5%	-7%	6	8.2µM*	-1%	0%	-3%	0%	9%
> CCOc1ccc(S(=O)(=O)NCc2cccs2)cc1
  -9%	2%	1	6%	1%	2%	5%	-13%	6%
> O=C(c1cccc(S(=O)(=O)N2CCOCC2)c1)N(CCc1ccccc1)Cc1ccccc1
  -15%	?	-15	-27%	6%	?	-2%	1%	-3%
> O=C1NCCN1C(=O)N(c1ccccc1)c1ccccc1
  -4%	17%	0	0%	-4%	2%	3%	6%	8%
> CC(=O)N(Cc1cc(=O)[nH]c2ccccc12)c1ccccc1C
  -2%	1%	34	0%	-19%	4%	-6%	0%	6%
> CNC(CC(C)C)C(=O)NC1C(=O)NC(CC(N)=O)C(=O)NC2C(=O)NC3C(=O)NC(C(=O)NC(C(=O)O)c4cc(O)cc(O)c4-c4cc3ccc4O)C(O)c3ccc(c(Cl)c3)Oc3cc2cc(c3OC2OC(CO)C(O)C(O)C2OC2CC(C)(N)C(O)C(C)O2)Oc2ccc(cc2Cl)C1O (stereo not given)
  2%	1%	-14	12%	?	0%	5%	8%	4%
> Cc1c(NC(=O)Nc2ccc(C(C)(C)C)cc2)c(=O)n(-c2ccccc2)n1C
  -8%	5%	48	-12%	-4%	1%	-2%	-4%	-8%
> O=C(Nc1ccc(C(=O)NCCCN2CCN(c3ccc(F)cc3)CC2)cc1)C1=CSCCO1
  -4%	25%	27	-3%	-28%	-3%	-16%	?	1%
> CCCCCn1c(SC(C)C(C)=O)nc2c1c(=O)[nH]c(=O)n2C (stereo not given)
  2%	1%	11	16%	-2%	0%	-12%	-13%	0%
